GPR151 activ: human GPR151 activation; Q8TDV0; PathHunter beta-arrestin GPR151 cells, luminescence; activation, % at 11.2 µM; hit rate 1% among 650,000; AID 1508602; in the data active means activation above about 4.9%;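 further: 0% = median of compound wells and 100% = cells with positive control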
Target sequence (Q8TDV0 whole entry, looked up): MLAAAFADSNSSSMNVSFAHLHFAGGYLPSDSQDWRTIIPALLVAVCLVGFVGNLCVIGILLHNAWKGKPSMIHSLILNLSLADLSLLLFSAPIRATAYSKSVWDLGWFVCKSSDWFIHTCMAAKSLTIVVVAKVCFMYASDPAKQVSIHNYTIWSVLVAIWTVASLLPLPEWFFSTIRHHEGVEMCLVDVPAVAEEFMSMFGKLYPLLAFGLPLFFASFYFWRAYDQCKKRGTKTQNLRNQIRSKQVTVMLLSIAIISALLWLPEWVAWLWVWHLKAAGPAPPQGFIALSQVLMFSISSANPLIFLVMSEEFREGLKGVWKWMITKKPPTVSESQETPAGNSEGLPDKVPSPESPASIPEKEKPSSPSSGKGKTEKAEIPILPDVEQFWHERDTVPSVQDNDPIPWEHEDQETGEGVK
FBW7 act: human FBW7 E3 ligase activation, primary screen; Q969H0; AlphaScreen FBW7–phospho-cyclin E peptide binding, activator screen; normalized activity (activation), % at 26.1 µM; hit rate 0.13% among 650,000; AID 1259310; in the data active means normalized activity above about 1.9%;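 further: purified mutant Fbw7 with reduced substrate affinity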
Target sequence (Q969H0 whole entry, looked up): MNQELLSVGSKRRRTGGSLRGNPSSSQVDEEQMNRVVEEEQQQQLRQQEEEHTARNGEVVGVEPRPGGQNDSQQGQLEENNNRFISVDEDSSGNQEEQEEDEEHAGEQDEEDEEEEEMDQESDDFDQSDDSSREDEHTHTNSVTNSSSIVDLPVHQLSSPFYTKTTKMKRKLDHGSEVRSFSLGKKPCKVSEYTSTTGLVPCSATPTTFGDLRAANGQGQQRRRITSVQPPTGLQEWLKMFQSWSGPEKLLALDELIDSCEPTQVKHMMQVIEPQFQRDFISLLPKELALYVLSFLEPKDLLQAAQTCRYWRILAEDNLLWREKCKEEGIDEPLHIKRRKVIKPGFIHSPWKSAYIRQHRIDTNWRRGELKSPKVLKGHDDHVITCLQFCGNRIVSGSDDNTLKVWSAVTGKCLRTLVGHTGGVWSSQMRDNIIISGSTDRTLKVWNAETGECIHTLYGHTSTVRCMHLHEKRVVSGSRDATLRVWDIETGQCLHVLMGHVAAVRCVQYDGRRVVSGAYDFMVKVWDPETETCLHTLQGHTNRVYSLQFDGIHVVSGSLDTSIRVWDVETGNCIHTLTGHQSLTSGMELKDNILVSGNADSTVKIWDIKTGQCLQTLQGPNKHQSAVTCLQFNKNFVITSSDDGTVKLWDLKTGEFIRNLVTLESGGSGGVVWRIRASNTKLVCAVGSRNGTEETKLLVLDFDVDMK
MITF primary: human MITF inhibition, primary screen. AlphaScreen MITF homodimerization, bead proximity signal. inhibition, % at 2.6 µM. hit rate 0.91% among 650,000. AID 1259374; in the data active means inhibition above about 50%;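 further: 0% = vehicle wells with protein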
TEAD-YAP inh: TEAD-YAP interaction inhibition; HEK-TIYL cells, TEAD-Gal4/YAP UAS-luciferase luminescence; inhibition, % at 9.12 µM; hit rate 1.4% among 640,000; in the data active means inhibition above about 32%;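 further: 0% = median of test compound wells and 100% = reference inhibitor wells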
The depositor's hits bear a star; nt = no result given.

The line under a structure holds: GPR151 activ	FBW7 act	MITF primary	TEAD-YAP inh
1: Cc1cc(Br)ccc1NC(=O)c1ccc(N2CCCCS2(=O)=O)cc1
    -1.2	0.0	-3	15
2: Cc1c(NC(=O)c2nn3c(c2Cl)NC(c2ccco2)CC3C(F)(F)F)c(=O)n(-c2ccccc2)n1C (stereo not given)
    4.2	0.0	-2	4
3: CC(=O)N1CCC(N(C(=O)CCC(=O)NCc2ccc(Cl)cc2)C2CC2)CC1
    1.1	-0.1	5	11
4: CN1CCN(C2=NC(=O)/C(=C\c3ccccc3OCc3ccccc3)S2)CC1
    -1.6	-0.3	6	-2
5: Cc1cc(C)n2nc(NCc3cccc(Cl)c3)nc2n1
    0.4	-0.2	6	-11
6: CC(C(=O)N1CCOCC1)N(c1ccccc1)S(C)(=O)=O (stereo not given)
    -1.5	0.0	-10	-11
7: Cc1ccc(Sc2c(-c3ccccc3)nc3sccn23)cc1
    -1.0	0.0	11	4
8: O=C1N/C(=N/N=C/c2cccs2)SC1Cc1ccccc1 (stereo not given)
    1.4	0.1	28	7
9: CCN(C1=NC2CS(=O)(=O)CC2S1)c1ccc(C(C)C)cc1 (stereo not given)
    -0.5	-0.3	4	-2
10: O=C1CCN(C(=O)/C=C/c2ccccc2)CCN1
    0.2	-0.7	20	-11
11: O=C(CCCn1c(=O)c2cccn2c2cccnc21)NC1CCN(Cc2ccccc2)CC1
    5.8*	0.1	-8	-13
12: CC(=O)N1CCN=C1SCc1ccc(F)cc1
    1.0	-0.1	4	1
13: CSc1ccccc1NC(=O)CSc1nccn1C
    2.6	0.1	13	-11
14: O=C(CN1C(=O)C2C3C=CC(C3)C2C1=O)OCCCc1ccccc1 (stereo not given)
    -1.5	0.1	13	-6
15: COc1ccccc1NC1SC(=O)N(c2ccccc2)C1=O (stereo not given)
    -0.2	0.4	14	-4
16: CC1=C(C(=O)Nc2ccccc2)C(c2ccccc2C)NC(=S)N1 (stereo not given)
    -1.1	0.0	11	1
17: Cn1cnnc1-c1cccc([N+](=O)[O-])c1
    -2.2	-0.1	7	7
18: Cn1c(CN2CCN(Cc3ccc(F)cc3)CC2)nc2ccccc21
    -0.5	0.2	-6	11
19: CC1CC(C)CN(S(=O)(=O)c2ccc(F)c(C(=O)Nc3ccc(Cl)cc3C(F)(F)F)c2)C1 (stereo not given)
    1.1	-0.2	12	14
20: O=C(Nc1ccc(C(F)(F)F)cc1)c1cc(S(=O)(=O)N2CCN(c3ccccc3F)CC2)ccc1F
    -0.4	0.0	-3	-2
21: CCSC1=NSC2=NC(=O)/C(=C\c3cc(OC)c(OC)c(OC)c3)C(=N)N12
    0.1	0.0	-6	-13
22: COc1ccc(OC)c(NC(=O)c2ccccc2OC)c1
    0.5	0.0	-3	2
23: Cc1nc2cc(-c3cccs3)nn2c(NCC2CCCO2)c1C (stereo not given)
    -1.2	-0.1	-13	9
24: O=C(Cc1cn(-c2ccc(N3CCC(N4CCOCC4)CC3)nn2)c2ccccc12)NCCOc1ccccc1
    2.9	0.0	1	1
25: O=C(NCc1nnc(SC/C=C/c2ccccc2)o1)c1ccc(F)cc1
    1.7	-0.2	-15	2
26: Cc1ccccc1Nc1sc(C(=O)c2ccc(F)cc2)c(N)c1C(=O)NCCc1ccccc1
    -0.8	-0.1	7	-10
27: CCc1nnc(NC(=O)CSc2nc3c(C)c(C)ccc3cc2C#N)s1
    -0.2	-0.1	1	0
28: CCOCCOC(=O)C1=C(C)NC2=C(C(=O)CC(C)(C)C2)C1c1cc(OC)c(OC)c(OC)c1 (stereo not given)
    0.1	-0.2	4	7
29: CCOC(=O)c1ccc(NC(=O)CSc2ccc3nnc(-c4cccs4)n3n2)cc1
    0.8	-0.1	0	-2
30: C=C(Cl)COc1nc2cc(OC)c(OC)cc2cc1CNCc1nccs1
    1.1	-0.3	2	0
31: CN(C)S(=O)(=O)c1ccc(C(=O)N2CCN(Cc3nc(-c4ccc(F)cc4)cs3)CC2)cc1
    0.7	0.4	4	24
32: CCc1ccc(OCC(=O)Nc2cc(-c3nc4cc(C)ccc4o3)ccc2Cl)cc1
    -1.1	0.1	4	-22
33: Cn1nccc1Nc1nc(NCCCN2CCCC2=O)c2ncn(-c3ccsc3)c2n1
    1.4	0.0	9	17
34: C=CCNC(=O)CCCn1nnc2ccccc2c1=O
    1.3	-0.1	-10	4
35: O=C(/C=C/c1ccccc1)Nc1ncc(S(=O)(=O)c2ccc([N+](=O)[O-])cc2)s1
    1.8	0.7	-2	0
36: CC1(C)CC(=O)C2=C(C1)Nc1ccc3ccccc3c1C2c1ccc(OCc2ccccc2)cc1 (stereo not given)
    -0.8	0.0	6	-6
37: CC1(C)CC(=O)C2=C(C1)N(c1sc3c(c1C#N)CCCC3)C(N)=C(C#N)C2c1ccc2c(c1)OCO2 (stereo not given)
    0.7	-0.1	5	13
38: O=C1COc2ccc(C(=O)COC(=O)c3cc(=O)c4ccccc4o3)cc2N1
    0.5	-0.1	5	-1
39: CCC(=O)N1CCc2cc(S(=O)(=O)N(C)c3ccc(OC)cc3)ccc21
    0.3	0.5	24	4
40: CC(C)C[C@@H](NC(=O)OCC1c2ccccc2-c2ccccc21)C(=O)O
    7.8*	-0.1	-5	nt
41: Cc1cc(NC2CC2)nc(Nc2cccnc2)n1
    2.6	0.0	-6	12
42: Cn1c(SCC(=O)Nc2cccc(N)c2)nnc1-c1cccnc1
    1.2	-0.2	-6	2
43: COc1cccc(-c2nc3ccccc3c(=O)n2NC(=O)c2ccccc2F)c1
    -1.0	0.5	-6	-8
44: COc1ccc(-c2nnn3c2nc(N2CCC(C)CC2)c2ccccc23)cc1
    -1.6	0.0	5	-4
45: COCCNC(=O)c1ccc(Cn2c(SCc3cc(=O)n4cc(Cl)ccc4n3)nc3ccc(Br)cc3c2=O)cc1
    -0.5	-0.1	-7	-3
46: C=CCOc1c(CNc2ccc(C(=O)O)cc2)cccc1OCC
    -2.7	0.1	14	-64
47: COC(=O)c1c(C)[nH]c(C)c1-c1ccc(OC)cc1
    1.8	-0.2	5	6
48: CN(C)c1ccc2c3c(ccc(N(C)C)c13)[C@](O)(C(F)(F)F)O[C@@]2(O)C(F)(F)F
    0.6	-0.1	14	-11
49: COc1ccc(C(NC(=O)c2cccnc2)c2cc(Cl)c3cccnc3c2O)cc1 (stereo not given)
    0.7	-0.5	6	40*
50: COc1ccc(CCNC(=O)CN(C)S(=O)(=O)c2cc(C)ccc2OC)cc1
    0.5	0.0	4	-1
51: O=C(/C=C/c1c(Cl)nc2sccn12)c1ccccc1
    1.5	-0.2	5	-22
52: CSc1ncccc1C(=O)OCC(=O)N1c2ccccc2CC1C (stereo not given)
    0.7	-0.2	-4	2
53: Cc1cc(-c2cc(C(N)=O)c3cc(Cl)ccc3n2)c(C)s1
    -0.8	0.0	5	-1
54: C=C(C)CSc1nc2sc3c(c2c(=O)n1-c1ccccc1)CCC(C)C3 (stereo not given)
    1.5	0.0	4	10
55: CCC(=O)N(CCc1ccc(OC)c(OC)c1)Cc1cc2cccc(C)c2n2nnnc12
    -0.9	0.5	-1	5
56: Cc1nn(C(=O)c2ccncc2)c(C)c1Sc1ccc(Cl)cc1
    0.1	-0.1	6	2
57: COc1ccc(-c2csc(N/N=C/c3ccco3)n2)cc1
    1.5	0.0	-9	-16
58: COc1ccc(OCc2cc(C(=O)N(C)CC3COCCO3)no2)c(Cl)c1 (stereo not given)
    -1.3	0.2	16	-7
59: CC(Oc1ccc(Cl)cc1Cl)C(=O)Nc1ccc2c(c1)oc1ccccc12 (stereo not given)
    0.1	-0.1	0	-2
60: CCCN(CCC)S(=O)(=O)c1ccc(C(=O)Nc2nnc(-c3ccc(OC)cc3)o2)cc1
    0.6	0.1	0	-4

Later entries
The line under a structure holds: GPR151 activ	FBW7 act	MITF primary	TEAD-YAP inh
61: O=C(Nc1ccc2ccccc2c1)N1CC(c2ccc([N+](=O)[O-])cc2)OC1c1ccccc1 (stereo not given)
    0.6	-0.2	3	-4
62: CCOC(=O)C1=C(O)/C(=C/c2ccc(N(CC)CC)cc2)SC1=Nc1ccccc1
    -0.3	0.4	4	6
63: CC1CN(CCCOc2ccccc2[N+](=O)[O-])CC(C)O1 (stereo not given)
    -0.4	0.0	31	-7
64: Cc1occc1C(=O)Nc1sc2c(c1C#N)CCC(C)C2 (stereo not given)
    0.5	0.2	28	-3
65: CCOc1ccc(-c2cc(C(=O)N/N=C/c3ccc(F)cc3)[nH]n2)cc1
    -0.7	-0.1	-6	41*
66: COc1cccc(OC)c1C(=O)OCCCOC(=O)c1c(OC)cccc1OC
    -0.4	-0.2	2	-2
67: O=[N+]([O-])c1cccc(S(=O)(=O)N2CCSC2c2ccc3c4c(cccc24)CC3)c1 (stereo not given)
    -0.3	0.0	3	8
68: Cc1ccc(Cl)cc1-n1c(SCC(=O)N2CCCC2)nc2[nH]ncc2c1=O
    -0.3	-0.2	0	-3
69: CCOC(=O)CSC1=C(C#N)C(c2ccccc2Cl)C(C(C)=O)=C(C)N1 (stereo not given)
    -0.6	-0.1	-1	2
70: COc1cc(C(=O)NCc2n[nH]c(=S)n2-c2ccc(Br)cc2)cc(OC)c1OC
    1.3	0.0	16	-2
71: CCOC(=O)CSc1nnc2c(n1)[nH]c1c(C)cc(C)cc12
    -0.4	-0.1	0	8
72: COC(=O)c1ccc(NC(=O)COc2c(C)ccc(C)c2C)cc1
    0.7	-0.2	-7	-12
73: Cc1nn(C(=O)c2cccc(Br)c2)c(C)c1Br
    -1.0	0.1	2	3
74: COC(=O)c1ccc(NC(=O)c2ccc(COc3ccc(C)cc3)cc2)cc1
    0.1	0.0	0	-28
75: O=C(CSc1nc2ccc(NC(=O)Cc3cccc4ccccc34)cc2s1)NCCc1ccccc1
    -1.0	0.0	3	-10

The last 2 compounds of the part before lead into the next.
The line under a structure holds: GPR151 activ	FBW7 act	MITF primary	TEAD-YAP inh
74: COC(=O)c1ccc(NC(=O)c2ccc(COc3ccc(C)cc3)cc2)cc1
    0.1	0.0	0	-28
75: O=C(CSc1nc2ccc(NC(=O)Cc3cccc4ccccc34)cc2s1)NCCc1ccccc1
    -1.0	0.0	3	-10
76: COc1ccc(-c2noc(CC(=O)NCc3ccccc3Cl)n2)cc1
    -1.1	0.1	12	-1
77: CCN(CC)C(=O)Cn1cnc2sc(C(=O)NCc3ccc(F)cc3)c(C)c2c1=O
    0.1	0.1	6	-7
78: COc1ccc(CC(=O)N(c2ccccc2)C2C=CS(=O)(=O)C2)cc1 (stereo not given)
    1.2	0.2	2	3
79: O=[N+]([O-])c1ccccc1S(=O)(=O)N1CCN(C2Cc3ccccc3C2)CC1
    -1.6	-0.1	53*	9
80: CCCCC1(c2ccccc2)NC(=O)NC1=O (stereo not given)
    -1.0	0.2	-3	9
81: CC(O)CNc1ccc(-c2n[nH]c(=O)c3ccccc23)cc1[N+](=O)[O-] (stereo not given)
    0.3	0.0	6	-4
82: Cc1cccc(C)c1N1C(=O)C2C3C=CC(CO)(O3)C2C1=O (stereo not given)
    -0.1	0.0	5	7
83: CCOC(=O)N1CCN(S(=O)(=O)c2cc(C(=O)Nc3ccc(C)c(F)c3)ccc2F)CC1
    0.3	0.1	-1	3
84: CCOC(=O)c1cccc(NC(=O)c2ccco2)c1
    0.3	-0.1	-7	-5
85: COC(=O)c1ccc(COC(=O)c2ccc(Br)cc2)cc1
    0.9	-0.1	-14	5
86: CCCCOC(=O)N(CCC)OC(=O)Nc1ccccc1
    -1.0	-0.1	7	-1
87: O=C1C(=O)N(c2cccc(C(=O)O)c2)C(c2ccccc2F)/C1=C(\O)c1ccccc1 (stereo not given)
    -1.0	-0.2	-3	1
88: O=S(=O)(Nc1ccc2c(c1)OCO2)c1ccc(Cl)cc1
    0.4	0.0	0	-1
89: COC(=O)c1ccc(CSc2nc(C)cc(C)n2)cc1
    -0.7	-0.1	0	-4
90: COc1ccc(-c2noc(CC(=O)N3CCN(c4ccccc4OC)CC3)n2)cc1
    1.2	0.1	12	-5

Sorted by molar mass (falling): six of the compounds above
The line under a structure holds: GPR151 activ	FBW7 act	MITF primary	TEAD-YAP inh
83: CCOC(=O)N1CCN(S(=O)(=O)c2cc(C(=O)Nc3ccc(C)c(F)c3)ccc2F)CC1
    0.3	0.1	-1	3
90: COc1ccc(-c2noc(CC(=O)N3CCN(c4ccccc4OC)CC3)n2)cc1
    1.2	0.1	12	-5
79: O=[N+]([O-])c1ccccc1S(=O)(=O)N1CCN(C2Cc3ccccc3C2)CC1
    -1.6	-0.1	53*	9
81: CC(O)CNc1ccc(-c2n[nH]c(=O)c3ccccc23)cc1[N+](=O)[O-] (stereo not given)
    0.3	0.0	6	-4
82: Cc1cccc(C)c1N1C(=O)C2C3C=CC(CO)(O3)C2C1=O (stereo not given)
    -0.1	0.0	5	7
80: CCCCC1(c2ccccc2)NC(=O)NC1=O (stereo not given)
    -1.0	0.2	-3	9

(listing goes on)
The line under a structure holds: GPR151 activ	FBW7 act	MITF primary	TEAD-YAP inh
91: Cc1ccc(/C=N/NC(=O)C(=O)Nc2ccc(C)cc2)cc1
    -1.2	0.0	25	-3
92: CCNS(=O)(=O)c1ccc(OC)c2ccccc12
    0.7	0.6	23	-8
93: CCSc1nnc(NC(=O)C(C)Sc2ccccc2)s1 (stereo not given)
    -1.4	0.0	-1	-4
94: COC(=O)C1CCN(C(=O)C2CCCN(C3CCN(Cc4ccccc4)CC3)C2)CC1 (stereo not given)
    1.0	-0.1	-2	4
95: CCOc1ccc(CN2CCc3nnc(CCNC(=O)COc4ccccc4)n3CC2)cc1
    -0.5	0.1	5	10
96: CCOc1cc(C2/C(=C(\O)c3ccc(C)cc3)C(=O)C(=O)N2CCO)ccc1O (stereo not given)
    -1.2	0.1	15	0
97: CC1=C(C(=O)N2CCCCC2)C(c2ccc(Cl)c([N+](=O)[O-])c2)C2=C(CC(C)(C)CC2=O)N1 (stereo not given)
    0.2	-0.2	1	-8
